# FXN GAA850 act – frataxin GAA850 promoter activation; HEK293 lucGAA850 FXN promoter luciferase reporter, 24 h; percent of 10 µM SAHA response; 360,000 tested, 0.56% active; activation, % at 6 µM;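 active means activation above the average of all compounds screened plus 3 SD, cutoff fixed separately per campaign, cut at about 7.5% in these data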;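 further: 0% = DMSO wells and 100% = 10 µM SAHA wells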
# DAX1 inh-1 – inhibits human nuclear receptor DAX1; inhibition, % at 6.75 µM; HEK293 Gal4-DAX1 luciferase reporter, luminescence; P51843; 340,000 tested, 0.99% active; AID 504766;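 active means inhibition above the mean over all tested compounds plus 3 SD, cut at about 4.2% in these data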;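 further: 0% = DAX1-transfected cells with DMSO and 100% = empty-vector control cells with DMSO; inhibition shows as a rise in luminescence from relieved DAX1 repression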
# Target sequence (P51843 207-470 limits assumed): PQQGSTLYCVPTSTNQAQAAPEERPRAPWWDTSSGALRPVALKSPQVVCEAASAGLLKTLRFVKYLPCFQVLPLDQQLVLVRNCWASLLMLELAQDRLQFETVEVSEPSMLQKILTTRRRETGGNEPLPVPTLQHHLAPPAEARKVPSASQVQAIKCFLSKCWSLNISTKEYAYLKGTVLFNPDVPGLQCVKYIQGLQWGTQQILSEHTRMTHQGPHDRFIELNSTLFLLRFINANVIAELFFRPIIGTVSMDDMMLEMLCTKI
# ADAM10 inh – ADAM10 inhibition, QFRET primary screen; recombinant ADAM10, EDANS/DABCYL FRET peptide cleavage, 3 h; inhibition, % at 7 µM; 370,000 tested, 0.62% active;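 active means inhibition above a per-campaign cutoff equal to the mean of compounds falling between control-based bounds plus 3 SD, cut at about 20% in these data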;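 further: 0% = DMSO wells while the 100% control is not disclosed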
# PG9 binder – binds the HIV-1 gp120 antibody PG9 | TR-FRET gp120-PG9 antibody binding | inhibition, % at 6.7 µM | 360,000 tested, 0.43% active | AID 624416; in the data active means inhibition above about 8.5%
# hgDAF-12 ag – hgDAF-12 agonism, primary luciferase screen | 370,000 tested, 1.8% active | HEK293 GAL4-hgDAF12 UAS-luciferase reporter, agonist luminescence; normalized to butyrate control | activation, % at 6.8 µM;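 active means activation above a cutoff set at the mean of all screened compounds plus 3 SD, cut at about 10% in these data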;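 further: 0% = DMSO wells and 100% = sodium butyrate wells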
# ssDAF12 agonist – activators of S. stercoralis DAF-12 nuclear receptor; HEK293 ssDAF-12/GRIP1 lit1-tk-luc reporter, luminescence; % of 3 µM dafachronic acid response; AID 652126; 370,000 tested, 1% active; activation, % at 6.8 µM;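 active means activation above the mean over all tested compounds plus 3 SD, cut at about 0.9% in these data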;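 further: 0% = DMSO-only wells and 100% = 3 µM delta7-dafachronic acid wells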
# DAX1 inh-2 – blocks DAX1 repression of SF-1 activated StAR promoter; HEK293T StAR-luciferase reporter, SF-1/DAX-1 repression relief; 370,000 tested, 1.1% active; inhibition, % at 6.8 µM; AID 652010;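 active means inhibition above the mean over all tested compounds plus 3 SD, cut at about 3.6% in these data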;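 further: 0% = DAX-1 cells with DMSO and 100% = cells lacking DAX-1 with DMSO; higher inhibition means more luminescence from relief of DAX-1 repression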
# NPR1 activator – GC-A (human) enzyme activation; P16066; HEK293 GC-A cells, cGMP TR-FRET, EC30 ANP; 0% at EC30 ANP, 100% saturating ANP; activation, % at 10 µM; 370,000 tested, 0.14% active; in the data active means activation above about 40%
# hcDAF-12 act – activators of H. contortus DAF-12 nuclear receptor; 370,000 tested, 1.4% active; HEK293 hcDAF-12 lit1-tk-luc reporter, luminescence; 0% DMSO, 100% Δ7-dafachronic acid; activation, % at 6.8 µM;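 active means activation above the mean of all tested compounds plus 3 SD, cut at about 5.5% in these data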;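 further: 100% = response to 3 µM Δ7-dafachronic acid high control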
# ADAM17 inh – inhibits human ADAM17; P78536; recombinant ADAM17, EDANS/DABCYL FRET peptide cleavage; inhibition, % at 6.95 µM; 370,000 tested, 0.83% active;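 active means inhibition above the mean of compounds lying between control limits plus 3 SD, set per campaign, cut at about 8.5% in these data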;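 further: 0% = DMSO-only wells as the low control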
# Target sequence (P78536 215-824 limits assumed): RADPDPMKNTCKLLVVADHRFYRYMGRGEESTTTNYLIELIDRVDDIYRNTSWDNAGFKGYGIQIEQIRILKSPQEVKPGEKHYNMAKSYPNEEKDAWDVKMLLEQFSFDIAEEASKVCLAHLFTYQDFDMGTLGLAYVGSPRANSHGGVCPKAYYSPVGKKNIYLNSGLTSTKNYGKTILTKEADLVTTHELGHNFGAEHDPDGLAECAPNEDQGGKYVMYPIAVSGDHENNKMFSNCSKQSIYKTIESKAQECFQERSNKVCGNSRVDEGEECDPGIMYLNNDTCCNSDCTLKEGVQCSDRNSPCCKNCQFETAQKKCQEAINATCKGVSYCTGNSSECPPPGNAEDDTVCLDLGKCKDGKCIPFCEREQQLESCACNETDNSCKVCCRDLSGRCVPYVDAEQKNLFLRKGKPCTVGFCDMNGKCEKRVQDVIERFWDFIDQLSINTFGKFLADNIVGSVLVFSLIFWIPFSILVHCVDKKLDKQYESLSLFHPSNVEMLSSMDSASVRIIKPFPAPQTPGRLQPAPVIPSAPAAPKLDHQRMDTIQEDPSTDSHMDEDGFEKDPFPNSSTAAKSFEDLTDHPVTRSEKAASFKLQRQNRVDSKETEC
# SMARCA2 act – activators of SMARCA2 function. MG213 cells, MMTV-luciferase reporter, dexamethasone, overnight. activation, % at 9.1 µM. 370,000 tested, 1% active; in the data active means activation above about 7.8%;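 further: 0% = vehicle wells and 100% = reference activator wells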
# Active calls of the source: *; i = inactive; x = no result given.
# Results follow in this order: FXN GAA850 act, DAX1 inh-1, ADAM10 inh, PG9 binder, hgDAF-12 ag, ssDAF12 agonist, DAX1 inh-2, NPR1 activator, hcDAF-12 act, ADAM17 inh, SMARCA2 act
> CCN(CC)CCN(Cc1cc2cc(C)cc(C)c2[nH]c1=O)C(=S)NCc1ccco1
    -1.3, -1.1, -22, 1.0, -0.8, -1.2, 0.7, -6, -2.5, -4, -1
> COc1ccc(NC(=O)C2Cc3c(-c4cccc(C(C)=O)c4)ccnc3O2)cc1 (stereo not given)
    -3.7, x, -29, -0.6, 1.6, -0.2, -1.8, -3, -1.5, -3, 0
> O=S(=O)(c1cccc(-c2nnc(SC(F)F)n2-c2ccccc2)c1)N1CCCCC1
    1.4, -2.8, -10, 0.5, -4.0, -1.7, -1.0, -1, -3.1, 1, -2
> CC(C)CCOc1ccc(/C=N/N2C(=O)CSC2=S)cc1
    -0.4, -1.1, -10, -1.1, 2.4, -0.9, -0.3, -9, -1.3, -1, -2
> C[C@H](CO)N1C[C@H](C)[C@@H](CN(C)S(=O)(=O)c2ccc(F)cc2)Oc2ccc(NS(=O)(=O)c3cccs3)cc2C1=O
    -0.8, 0.0, 8, -0.6, -3.6, -1.2, 0.0, 0, -1.5, 1, 0
> O=C(/C=C/c1cccc(OCc2ccccc2)c1)c1cccnc1
    1.5, -0.6, 0, -1.5, 2.4, -1.0, -0.4, 24, 0.0, 2, -3
> CN(Cc1c(F)cccc1Cl)C(=O)CCc1c[nH]c2ccccc12
    -0.6, 6.2*, 2, 1.8, 0.5, -1.3, 0.0, 1, -0.3, 5, -1
> Cc1nc(CC(=O)c2c(C)cc(O)cc2O)cs1
    0.8, -1.1, -2, 0.3, -4.2, -1.9, -0.4, 2, -3.0, 2, -1
> COCCN(C(=O)COC(=O)c1cccnc1SC)c1c(N)n(Cc2ccccc2)c(=O)[nH]c1=O
    1.9, 0.8, 3, -1.6, -1.8, -1.0, -1.1, 1, 0.5, -1, -3
> COCCCN1C(=O)[C@H](CC(=O)N2CCCCC2)[C@]2(C(=O)OC)CCCCC=C12
    x, x, 9, x, 1.1, -0.3, 0.3, 4, 3.8, 2, 2
> COC(=O)[C@]12CCCCC=C1N(CCC1=CCCCC1)C(=O)[C@H](CC(=O)N1CCN(C(=O)c3ccco3)CC1)C2
    x, x, 1, 0.3, -2.8, -1.8, -1.9, -2, -3.1, -2, 0
> Cc1ccc(S(=O)(=O)N2CCN(C(=O)c3ccc4ccccc4n3)CC2)c(C)c1
    3.7, 1.4, -16, 1.3, 11*, 0.9, 2.5, -3, 7.2*, -1, 2
> COc1cccc(-c2cc(NC=O)c3ncc(-c4ccc(OC)c(OC)c4)n3c2)c1
    -2.5, x, -24, -0.7, -0.7, -1.3, -3.6, 13, -4.1, -11, 12*
> COc1ccccc1NC(=O)C(C)OC(=O)c1cc2ccccc2[nH]1 (stereo not given)
    0.1, -1.0, -9, -0.3, -4.8, -1.3, -4.2, -2, -1.6, -3, -3
> CC(C)(CC(=O)O)CC(=O)Nc1ccc2c(c1)ncn2CCc1ccccc1
    -0.5, 4.5*, -1, -1.9, 1.9, -0.6, -0.1, 1, -1.2, -3, -1
> CCn1c(SCC(=O)Nc2oc(-c3ccccc3)c(-c3ccccc3)c2C#N)nnc1-c1ccncc1
    -0.1, -0.1, -8, 0.7, -0.7, -1.2, 0.5, 0, 1.2, -5, -1
> O=C(N[C@H](Cc1ccccc1)C(=O)NCc1ccc2c(c1)OCO2)[C@H]1O[C@@H](n2ccc(=O)[nH]c2=O)[C@H](O)[C@@H]1O
    x, x, -2, -1.5, 0.1, -0.7, 0.7, 0, 0.0, -2, -1
> COc1cc(/C=N/NC(=O)c2ccc(N3CCCC3=O)cc2)ccc1O
    -2.1, 1.0, -4, -3.9, 5.8, -0.9, 2.3, -4, -1.1, 2, 1
> CCN(Cc1ccccc1)C(c1ccc(C)cc1)c1nnnn1C(C)(C)C (stereo not given)
    0.9, -0.1, 0, 1.4, -2.0, -1.6, 0.4, -9, -1.8, -4, -1
> CN(C(=O)C1CCC1C(=O)O)c1nc(-c2ccc(Cl)s2)cs1 (stereo not given)
    -1.7, 0.4, 3, -1.6, 0.8, -0.9, 0.3, 4, -1.1, 0, -1
> Cc1cc(NCCCCO)n2c(nc3ccccc32)c1C#N
    3.7, 0.6, i, -2.0, -0.7, -1.5, -1.2, 9, 1.1, -271, -1
> CC(=O)NC(Cc1ccc(F)cc1)C(=O)NC1CCN(C(=O)Nc2ccccc2C)CC1 (stereo not given)
    0.9, 0.1, -7, -1.3, -3.0, -0.7, 0.7, -4, -0.6, 0, -1
> O=C(C1CCCO1)N1CCN(C(=S)Nc2ccc(Br)cc2)CC1 (stereo not given)
    0.7, -0.1, -7, 2.0, 0.4, -1.3, -0.5, 3, -0.8, -2, -2
> S=C1NCN(Cc2ccco2)CN1c1cccc2ccccc12
    -0.6, -0.8, -12, 1.0, 0.1, -1.1, 0.4, -4, 3.4, -8, -1
> O=C(O)c1ccccc1NS(=O)(=O)c1cccc2nsnc12
    1.3, 0.3, 4, -0.6, 0.9, -1.2, -0.5, 3, 4.1, 1, 1
> COCCNC(=O)C1CC2Cn3c(nc4cc(C)c(C)cc43)C2N1C (stereo not given)
    0.2, 0.1, -4, -1.7, 1.4, -1.2, 0.4, 0, 1.1, -2, 1
> CC(C)Oc1ccc(S(=O)(=O)N2CCOCC2)cc1NC(=O)CC1CC2CCC1C2 (stereo not given)
    0.9, 0.5, -5, -2.4, -1.5, -1.4, -1.3, 1, 1.2, -5, -2
> Cn1c(=O)cc(SCC(=O)N2CCCC2)c2ccccc21
    -0.6, -1.3, -15, -0.3, 1.4, -1.0, 0.5, -4, -1.6, -5, 4
> Cc1ccc(N(CC(=O)NCCSc2ccccn2)S(=O)(=O)c2ccc(F)cc2)cc1
    0.8, -1.1, 2, 2.0, -2.4, -1.5, -0.7, -2, -3.3, -5, 3
> COc1cccc(CN2C(=O)N(C(C)C)C(N(O)C(=O)NC(C)C)C2(C)C)c1OC (stereo not given)
    0.5, 0.1, 2, -1.8, -0.1, -1.5, 1.4, -2, 1.3, 4, -1
> CCCc1cc(=O)[nH]c(SCc2cccnc2)n1
    1.0, -0.5, 4, -0.7, -2.6, -0.9, 0.2, -3, -1.1, -1, -1
> Nc1nc(F)cc(NCc2ccccc2)n1
    4.9, 3.7, -13, 1.0, 0.9, 0.3, 0.1, 2, -0.9, -1, 0
> Brc1cccc(CNCc2cccs2)c1
    4.7, -1.1, 2, 1.6, 3.1, -1.2, -0.3, -1, 3.0, 0, -2
> COc1ccc(CN2CCC(CNC(=O)NC3CCCC3)CC2)cc1
    x, x, -4, x, 0.4, -1.2, 0.4, 1, 1.4, -42, -3
> COc1cc(OC)cc(-c2c(-c3ccc(F)cc3)c3cc(-c4cnc(OC)nc4)ccc3n2C)c1
    -1.4, -0.3, -3, -0.1, 1.4, -1.5, 0.3, 0, -0.2, 1, 0
> COc1cc(CN2CCC(CO)(CCOc3ccccc3)CC2)cc(OC)c1
    1.4, 2.1, 5, 1.9, -0.2, -1.6, 0.3, -24, -1.7, -2, 4
> N#CC1(NC(=O)CSc2nnc(-c3ccccc3F)n2N)CCCCC1
    0.1, -0.9, -3, -0.3, -0.7, -1.3, 0.4, -4, -1.1, -3, 3
> CC(/C=N/NC(=O)c1cccc(F)c1)=C\c1ccccc1
    -2.1, 0.8, 0, -1.6, 12*, 0.4, 3.0, -10, 4.3, -1, 2
> CC1CCCCN1C(=O)CN1C(=O)NC2(CCCCC2C)C1=O (stereo not given)
    0.8, -0.2, 0, -1.1, 0.4, -1.1, 0.1, 2, -1.1, -2, -1
> N#CCCN(Cc1ccccc1)C(C(=O)NC1CCCCC1)c1cc2ccccc2o1 (stereo not given)
    x, x, 10, -2.4, -2.3, -1.9, -1.8, -3, -2.3, 7, -3
> O=C(Cc1ccc([N+](=O)[O-])cc1)NCCS(=O)(=O)N1CCN(c2ccccc2)CC1
    -1.8, -0.2, -6, 2.4, -5.0, -1.5, -1.8, -4, -0.4, -7, -3
> C=CCOC(=O)C1=C[C@H](c2ccc(Br)cc2)C[C@H](OCc2ccc(CO)cc2)O1
    0.8, -1.1, 10, 1.0, 1.8, -1.1, -0.4, -1, -0.3, -1, 0
> Cc1ccc(Sc2ccc(NC(=O)CCl)cc2)cc1C
    -1.2, 2.8, 4, -0.7, -3.7, -1.1, -1.8, 2, -2.1, 2, -6
> O=C(c1cccnc1)N1CCN(C(=O)c2ccccc2F)CC1
    -0.6, 0.2, -10, -2.9, -1.7, -1.1, -0.2, 4, -0.6, -5, 0
> CC(=O)Oc1ccc(-n2c(=O)c3ccccc3c3ccccc3c2=O)cc1
    2.0, 1.3, 4, -2.9, -2.7, -1.2, 0.2, -5, -1.0, 3, -1
> Cc1c(Cl)cccc1N=c1c([N+](=O)[O-])nn(-c2ccccc2)n1O
    -1.4, -0.2, -2, 0.2, 1.7, 0.3, -0.4, 2, 5.6*, -3, -3
> CCOC(=O)c1cc(=O)n(-c2ccc(Cl)cc2C)[nH]1
    0.4, -0.1, 2, -0.8, 3.4, -1.3, -0.3, 1, -1.5, -1, 0
> O=C(O)c1ccccc1SCC(=O)N1CCCCC1
    -2.3, 0.6, -5, -0.8, -0.3, -1.1, 0.0, 10, -0.7, -4, 1
> CN(C)C1CN(Cc2cn(Cc3cccc(C(F)(F)F)c3)nn2)S(=O)(=O)C1 (stereo not given)
    x, x, -8, 0.0, 1.5, -0.8, -0.7, 0, 0.3, 0, -5
> COc1ccc(-n2c(Cc3cccn3C)nnc2SCC(=O)N2CCCc3ccccc32)cc1
    -3.8, -1.4, 0, -0.7, -0.9, -0.8, -0.2, -3, -1.2, 1, 2
> Cc1cccc(NC(=O)CSc2nnc(Cn3nnc(-c4ccccc4)n3)n2-c2ccccc2)c1
    -3.4, -0.6, 2, 1.1, -0.8, -0.6, -1.6, -2, -1.9, 5, -4
> CC(C)c1nnc(NC(=O)C2CCN(C(=O)c3ccco3)CC2)s1
    1.0, 0.1, -5, -0.1, -0.4, 0.1, 0.2, 1, -1.6, -2, -3
> CCOC(=O)CN(C(=O)CSc1nnc(-c2ccc(OC)c(OC)c2)o1)c1ccccc1
    1.1, 0.1, 1, 0.4, -0.1, -1.4, -0.2, 0, 0.6, 1, 1

# In another format: 3 of the compounds above.
molecule: Brc1cccc(CNCc2cccs2)c1
  FXN GAA850 act = 4.7	DAX1 inh-1 = -1.1	ADAM10 inh = 2	PG9 binder = 1.6	hgDAF-12 ag = 3.1	ssDAF12 agonist = -1.2	DAX1 inh-2 = -0.3	NPR1 activator = -1	hcDAF-12 act = 3.0	ADAM17 inh = 0	SMARCA2 act = -2
molecule: CCOC(=O)c1cc(=O)n(-c2ccc(Cl)cc2C)[nH]1
  FXN GAA850 act = 0.4	DAX1 inh-1 = -0.1	ADAM10 inh = 2	PG9 binder = -0.8	hgDAF-12 ag = 3.4	ssDAF12 agonist = -1.3	DAX1 inh-2 = -0.3	NPR1 activator = 1	hcDAF-12 act = -1.5	ADAM17 inh = -1	SMARCA2 act = 0
molecule: O=C(O)c1ccccc1SCC(=O)N1CCCCC1
  FXN GAA850 act = -2.3	DAX1 inh-1 = 0.6	ADAM10 inh = -5	PG9 binder = -0.8	hgDAF-12 ag = -0.3	ssDAF12 agonist = -1.1	DAX1 inh-2 = 0.0	NPR1 activator = 10	hcDAF-12 act = -0.7	ADAM17 inh = -4	SMARCA2 act = 1

# Assay outcomes as filed in PubChem.
